SMARCA2 act: SMARCA2 (BRM) function activators, primary screen, cell-based, luminescence, high throughput; activation, % at 9.1 µM; actives 1% (n = 370,000); MG213 cells, MMTV-luciferase reporter, dexamethasone, overnight; in the data active means activation above about 7.8%;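 further: 0% = vehicle wells and 100% = reference activator wells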
DAX1 inh-1: DAX1 (NR0B1) inhibitors, primary screen, cell-based, HEK293, Gal4-DAX1, luciferase luminescence | HEK293 Gal4-DAX1 luciferase reporter | inhibition, % at 6.75 µM | actives 0.99% (n = 340,000) | Nuclear receptor subfamily 0 group B member 1 (Homo sapiens), P51843 | AID 504766, 2011;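 active means inhibition above the mean over all tested compounds plus 3 SD, cut at about 4.2% in these data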;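 further: 0% = DAX1-transfected cells with DMSO and 100% = empty-vector control cells with DMSO; inhibition shows as a rise in luminescence from relieved DAX1 repression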
HGIII-sPLA2 inh: human group III sPLA2 inhibitors, primary screen, biochemical, QFRET, BODIPY PC-A2 liposome substrate; Group 3 secretory phospholipase A2 (Homo sapiens), Q9NZ20; inhibition, % at 12.2 µM; QFRET BODIPY PC-A2 liposome hydrolysis, fluorescence; actives 0.56% (n = 370,000);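 active means inhibition above mean plus 3 SD of compounds lying within the high and low control bounds, cut at about 19% in these data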;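 further: 0% = median of test compound wells and 100% = no enzyme DMSO wells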
DAX1 inh-2: DAX1 (NR0B1) inhibitors on StAR promoter, primary screen, cell-based, luminescence, SF-1 (NR5A1), full-length DAX-1; HEK293T StAR-luciferase reporter, SF-1/DAX-1 repression relief; inhibition, % at 6.8 µM; actives 1.1% (n = 370,000); AID 652010, 2013;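 active means inhibition above the mean over all tested compounds plus 3 SD, cut at about 3.6% in these data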;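 further: 0% = DAX-1 cells with DMSO and 100% = cells lacking DAX-1 with DMSO; higher inhibition means more luminescence from relief of DAX-1 repression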
hcDAF-12 act: H. contortus DAF-12 nuclear receptor activators, primary screen, cell-based, luminescence, HEK293, lit1-tk-luc reporter. AID 652067, 2013. activation, % at 6.8 µM. HEK293 hcDAF-12 lit1-tk-luc reporter; 0% DMSO, 100% Δ7-dafachronic acid. actives 1.4% (n = 370,000);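 active means activation above the mean of all tested compounds plus 3 SD, cut at about 5.5% in these data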;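 further: 100% = response to 3 µM Δ7-dafachronic acid high control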
KLK7 zymogen act: proKLK7 zymogen activators, primary screen, biochemical, fluorescence intensity. Kallikrein-7 (Homo sapiens), P49862. purified proKLK7, EDANS-DABCYL substrate fluorescence; 100% is mature enzyme control, 0% vehicle. activation, % at 7 µM. actives 0.9% (n = 370,000);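 active means activation above the mean of all tested compounds plus 3 SD, computed per campaign excluding outliers beyond control limits, cut at about 13% in these data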
NPR2 activator: human GC-B receptor activators, primary screen, HEK293 GC-B cells, cGMP TR-FRET, EC30 CNP; 0% at EC30 CNP, 100% saturating CNP; activation, % at 10 µM; actives 0.11% (n = 370,000);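 active means activation at 10 µM reaching about 35% in either raw or pattern-adjusted values, limit read from the data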
GAA850 FXN act: FXN promoter activators, primary screen, cell-based, luciferase luminescence, HEK293 lucGAA850 | HEK293 lucGAA850 FXN promoter luciferase reporter, 24 h; percent of 10 µM SAHA response | activation, % at 6 µM | actives 0.56% (n = 360,000);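 active means activation above the average of all compounds screened plus 3 SD, cutoff fixed separately per campaign, cut at about 7.5% in these data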;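 further: 0% = DMSO wells and 100% = 10 µM SAHA wells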
hgDAF12 agonist: H. glycines DAF-12 receptor agonists, primary screen, cell-based, luminescence, HEK293, GAL4 fusion, UAS-luciferase | HEK293 GAL4-hgDAF12 UAS-luciferase reporter, agonist luminescence; normalized to butyrate control | activation, % at 6.8 µM | Nuclear hormone receptor DAF-12 (Heterodera glycines), GAL4 fusion | actives 1.8% (n = 370,000);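 active means activation above a cutoff set at the mean of all screened compounds plus 3 SD, cut at about 10% in these data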;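 further: 0% = DMSO wells and 100% = sodium butyrate wells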
ssDAF-12 act: S. stercoralis DAF-12 nuclear receptor activators, primary screen, cell-based, luminescence, HEK293, GRIP1 co-expression, lit1-tk-luc; actives 1% (n = 370,000); AID 652126, 2013; HEK293 ssDAF-12/GRIP1 lit1-tk-luc reporter; % of 3 µM dafachronic acid response; Nuclear hormone receptor DAF-12 (Strongyloides stercoralis); activation, % at 6.8 µM;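 active means activation above the mean over all tested compounds plus 3 SD, cut at about 0.9% in these data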;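 further: 0% = DMSO-only wells and 100% = 3 µM delta7-dafachronic acid wells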
GC-A act: GC-A stimulated cGMP production enhancers – HEK293 GC-A cells, cGMP TR-FRET, EC30 ANP, primary screen; 0% at EC30 ANP, 100% saturating ANP; activation, % at 10 µM; actives 0.14% (n = 370,000); Atrial natriuretic peptide receptor 1 (Homo sapiens), P16066; in the data active means activation above about 40%
Target sequence (P16066 whole entry, looked up): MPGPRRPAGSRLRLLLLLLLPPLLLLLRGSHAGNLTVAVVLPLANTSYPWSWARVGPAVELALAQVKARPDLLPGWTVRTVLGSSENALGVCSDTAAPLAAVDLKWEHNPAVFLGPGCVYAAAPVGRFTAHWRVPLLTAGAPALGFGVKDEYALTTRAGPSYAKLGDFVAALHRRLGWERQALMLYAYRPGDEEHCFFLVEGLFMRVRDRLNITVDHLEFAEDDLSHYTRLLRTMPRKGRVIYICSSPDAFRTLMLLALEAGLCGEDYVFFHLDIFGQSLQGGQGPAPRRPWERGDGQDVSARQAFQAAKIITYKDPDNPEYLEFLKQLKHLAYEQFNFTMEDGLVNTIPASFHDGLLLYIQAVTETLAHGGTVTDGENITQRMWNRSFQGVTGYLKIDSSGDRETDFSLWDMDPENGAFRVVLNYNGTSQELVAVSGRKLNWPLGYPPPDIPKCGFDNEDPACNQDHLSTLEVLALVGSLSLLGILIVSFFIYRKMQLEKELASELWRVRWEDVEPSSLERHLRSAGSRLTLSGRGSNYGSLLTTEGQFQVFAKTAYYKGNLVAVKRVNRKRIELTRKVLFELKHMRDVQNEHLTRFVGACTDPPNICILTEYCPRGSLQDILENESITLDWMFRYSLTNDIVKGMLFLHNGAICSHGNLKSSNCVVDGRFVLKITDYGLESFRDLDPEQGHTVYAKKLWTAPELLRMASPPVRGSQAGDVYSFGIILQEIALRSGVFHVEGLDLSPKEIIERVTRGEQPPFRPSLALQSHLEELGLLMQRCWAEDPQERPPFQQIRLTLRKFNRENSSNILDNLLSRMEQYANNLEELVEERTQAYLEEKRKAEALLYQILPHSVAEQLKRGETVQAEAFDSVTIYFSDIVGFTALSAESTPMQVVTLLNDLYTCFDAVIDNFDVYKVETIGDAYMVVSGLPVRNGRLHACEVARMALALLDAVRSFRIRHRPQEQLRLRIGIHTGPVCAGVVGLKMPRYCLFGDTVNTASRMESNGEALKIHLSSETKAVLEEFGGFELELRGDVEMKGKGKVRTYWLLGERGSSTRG
An asterisk follows results filed as active; . = not tested or not shown.

1: O=C(CSc1nc(-c2ccco2)cc(C(F)(F)F)n1)NCCCn1ccnc1
2: O=C1[C@H]2[C@H](C=CC[C@H]2C(=O)N2CCN(c3ccccc3)CC2)CCN1Cc1ccc(Cl)c(Cl)c1
3: CC(=O)N1CCN(c2ccccc2NC(=O)c2cccc3c(Cl)cccc23)CC1
4: CC(C)Oc1ccc(NC(N)=O)cc1
5: CC(=O)c1ccc(S(=O)(=O)Nc2ccc(C(=O)NCC(c3ccccc3)N(C)C)cc2)cc1 (stereo unspecified)
6: CN(C)C(=O)c1cc(-c2ccccc2)no1

compound no.	1	2	3	4	5	6
SMARCA2 act	-2	-1	2	-1	6	1
DAX1 inh-1	0.0	-0.2	-1.4	0.8	-0.2	-1.0
HGIII-sPLA2 inh	-2	-5	-5	4	-10	11
DAX1 inh-2	0.8	0.0	-0.3	0.6	-0.2	0.6
hcDAF-12 act	-0.8	0.4	3.6	-0.2	-0.4	1.2
KLK7 zymogen act	0.3	0.3	0.4	0.3	-0.2	0.0
NPR2 activator	-1	5	-2	9	-2	0
GAA850 FXN act	-1.2	-2.6	1.2	0.2	0.7	3.0
hgDAF12 agonist	4.4	1.6	2.7	-0.1	-2.2	3.2
ssDAF-12 act	-1.4	-0.7	-0.7	0.1	-1.1	-1.0
GC-A act	3	-4	-10	7	4	3

7: O=S(=O)(Cc1ccccc1)Nn1cnnc1
8: COC1=C/C(=C/c2c(O)c(C#N)c3ccccn23)C=CC1=O
9: COc1ccc(CNC(=O)C/C(C)=N/NC(=O)c2ccc([N+](=O)[O-])cc2Cl)cc1
10: O=C(COc1ccc(F)cc1)c1c(O)cc(O)cc1O
11: CCN(CC(=O)Nc1ccc(NC(C)=O)cc1)C(=O)COc1ccccc1-c1ccccc1
12: O=C(Nc1ccc(S(=O)(=O)N2CCOCC2)cc1)C1CCN(S(=O)(=O)c2ccc(F)cc2)CC1

compound no.	7	8	9	10	11	12
SMARCA2 act	-1	1	0	6	0	-1
DAX1 inh-1	-0.1	3.7	0.8	2.5	0.5	-0.9
HGIII-sPLA2 inh	4	-1	-5	2	-5	-6
DAX1 inh-2	-0.5	2.2	0.1	-0.2	0.6	-2.2
hcDAF-12 act	-0.7	11*	-1.1	0.1	2.1	-2.2
KLK7 zymogen act	0.0	-1.8	0.3	-0.5	-0.2	0.2
NPR2 activator	8	-8	7	-2	-5	5
GAA850 FXN act	-1.4	5.4	1.9	2.0	-2.5	-0.3
hgDAF12 agonist	1.9	14*	1.0	1.1	2.1	-1.5
ssDAF-12 act	-0.9	0.9*	-0.7	-1.0	-0.6	-1.0
GC-A act	4	-3	2	2	-2	4

13: CC(/C=C/c1ccccc1)=N\NC(=O)CCc1ccccc1
14: S=c1[nH]nc(-c2ccco2)n1C1CCCCC1
15: O=C(CN1CCC(NC(=O)c2ccco2)CC1)Nc1ccccc1C(F)(F)F
16: CCOC(=O)CNc1ncc(C(F)(F)F)cc1Cl
17: O=C(Nc1ccccc1F)c1oc2ccccc2c1NC(=O)C1CC1
18: Cc1ccc(C(=O)COC(=O)c2ccc3c(c2)C(=O)N(c2cccc4ncccc24)C3=O)cc1C

compound no.	13	14	15	16	17	18
SMARCA2 act	-1	-1	-2	0	-3	-2
DAX1 inh-1	-0.2	0.4	1.0	-0.8	0.0	0.1
HGIII-sPLA2 inh	3	14	0	2	-3	7
DAX1 inh-2	-0.4	-0.3	0.7	-0.3	-1.4	-0.2
hcDAF-12 act	0.1	0.2	2.1	0.4	1.6	0.3
KLK7 zymogen act	0.4	-0.2	0.1	0.2	0.2	0.2
NPR2 activator	0	1	-1	7	1	-2
GAA850 FXN act	0.7	2.3	-0.3	3.5	1.3	0.5
hgDAF12 agonist	-0.3	-0.3	-0.2	2.5	0.8	0.7
ssDAF-12 act	-1.7	-1.3	-0.8	-0.6	-0.9	0.3
GC-A act	4	5	3	-2	2	3

19: CCCOc1ccc(CSC2=NCCN2)cc1[N+](=O)[O-]
20: CCOC(=O)C1CCN(C(=O)Cn2cnc3sc(C)c(S(=O)(=O)N4CCC(C)CC4)c3c2=O)CC1
21: CC(=O)c1cccc(NC(=O)CN2CCN(Cc3ccccc3)CC2)c1
22: COc1ccc(/C=C2\Cc3ccccc3C2=O)cc1OC
23: N#CCC(=O)N/N=C/c1cc([N+](=O)[O-])ccc1N1CCCC1
24: Clc1ccc2[nH]c3c(NCCCN4CCOCC4)ncnc3c2c1

compound no.	19	20	21	22	23	24
SMARCA2 act	-1	8.1*	-1	6	5	5
DAX1 inh-1	0.6	-0.1	0.2	0.6	0.0	-0.1
HGIII-sPLA2 inh	4	2	-3	0	-13	-6
DAX1 inh-2	-0.2	-0.3	-0.3	0.0	1.0	-1.4
hcDAF-12 act	0.1	-0.9	-0.5	-0.3	0.3	0.8
KLK7 zymogen act	-0.1	-0.3	-0.5	-1.5	-0.9	0.4
NPR2 activator	-4	4	6	-1	-4	4
GAA850 FXN act	-1.1	0.2	0.4	7.0	2.6	4.7
hgDAF12 agonist	-0.3	-2.3	-1.7	3.1	3.5	2.7
ssDAF-12 act	-0.9	-1.2	-1.1	-1.0	-1.3	-0.2
GC-A act	-1	1	0	7	5	0

3 structures out of the list, arranged by length of the SMILES, rising.
24: Clc1ccc2[nH]c3c(NCCCN4CCOCC4)ncnc3c2c1
18: Cc1ccc(C(=O)COC(=O)c2ccc3c(c2)C(=O)N(c2cccc4ncccc24)C3=O)cc1C
2: O=C1[C@H]2[C@H](C=CC[C@H]2C(=O)N2CCN(c3ccccc3)CC2)CCN1Cc1ccc(Cl)c(Cl)c1

compound no.	24	18	2
SMARCA2 act	5	-2	-1
DAX1 inh-1	-0.1	0.1	-0.2
HGIII-sPLA2 inh	-6	7	-5
DAX1 inh-2	-1.4	-0.2	0.0
hcDAF-12 act	0.8	0.3	0.4
KLK7 zymogen act	0.4	0.2	0.3
NPR2 activator	4	-2	5
GAA850 FXN act	4.7	0.5	-2.6
hgDAF12 agonist	2.7	0.7	1.6
ssDAF-12 act	-0.2	0.3	-0.7
GC-A act	0	3	-4

(list continues)
Values run as follows: SMARCA2 act	DAX1 inh-1	HGIII-sPLA2 inh	DAX1 inh-2	hcDAF-12 act	KLK7 zymogen act	NPR2 activator	GAA850 FXN act	hgDAF12 agonist	ssDAF-12 act	GC-A act
25: O=C(O)Cn1c(P(=O)(O)c2ccccc2)nc2ccccc21
  1	0.2	7	-0.4	-0.9	-0.1	1	1.9	1.1	-0.9	1
26: COc1cc(O)c(C(CC(=O)N2CCOCC2)c2ccc3c(c2)OCO3)c(OC)c1 (stereo unspecified)
  -1	0.8	5	0.1	-1.3	0.9	1	0.8	0.5	-0.8	-3
27: COC(=O)C1=C(N)Oc2cc(C)n(Cc3ccncc3)c(=O)c2C1c1cccnc1 (stereo unspecified)
  0	-0.6	2	1.5	3.4	0.4	3	-0.3	2.5	-1.3	3
28: Cc1cc(Cl)cc(C)c1OCCCCCn1ccnc1
  -4	-0.2	-27	-0.3	-1.1	0.2	0	-1.7	-3.9	-1.2	-4
29: COc1ccc(CN2C[C@H]3CON(C)[C@H]3C[C@H]2c2ccc(-c3ccccc3)cc2)cc1
  -5	.	5	-1.3	-0.5	-0.3	-1	.	4.2	-0.5	0
30: Cc1onc(-c2ccccc2Cl)c1C(=O)O/N=C(\N)c1ccc([N+](=O)[O-])o1
  -1	-2.4	1	-1.1	1.5	0.1	0	1.0	-0.9	-1.1	4
31: CC(C(=O)O)n1nc(-c2ccccc2)c2ccccc21 (stereo unspecified)
  -3	0.1	-1	0.3	-0.6	0.3	1	2.6	1.2	-0.5	1
32: Cc1sc2ncnc(N3CCCC(C)C3)c2c1C (stereo unspecified)
  -6	0.1	1	-0.8	3.0	0.4	1	1.5	-1.0	-0.2	2
33: c1ccc(CSc2ncccn2)cc1
  3	0.6	-1	-0.4	0.3	-0.1	1	0.4	-0.9	-0.9	1
34: COc1ccc(Cl)cc1NC(=O)Cn1cccc1
  -2	0.4	-13	0.1	-0.7	0.1	-10	4.3	-1.8	-1.4	-4
35: Cc1[nH]c(=O)n(C(C)C)c(=O)c1Br
  -4	0.6	16	-0.5	-1.2	0.2	-4	0.8	0.6	-0.8	8
36: CN(C)c1ccc(CN2CCC(C(=O)NC(c3ccc(Cl)cc3)c3cnccn3)CC2)cc1 (stereo unspecified)
  4	.	-3	-0.2	-2.5	0.0	-1	1.9	-1.3	-1.1	-4
37: CC[C@@H]1C(c2ccccc2)=NN(c2ccc(Br)cc2)[C@H]1C(=O)N1CCOC1=O
  0	-0.1	-12	0.4	0.6	28*	-13	0.8	3.9	-0.6	-8
38: Cc1nn(CC(=O)NC2CCS(=O)(=O)C2)c(C)c1S(=O)(=O)N(C)C (stereo unspecified)
  2	0.0	-2	2.0	-0.5	0.1	4	0.0	3.9	-1.5	1
39: CCc1nc2c(c(=O)c3ccccc3n2C)c(=O)n1-c1ccc(F)cc1
  1	0.3	-1	0.8	2.1	-0.2	1	-4.1	-1.9	0.4	3
40: Nc1cc(Cl)ccc1Oc1ccccc1
  -2	0.2	3	0.0	-0.4	-0.5	-3	3.1	5.7	-1.5	-1

Sorted by the number under KLK7 zymogen act (low to high): 3 of the compounds above
| item | SMILES | SMARCA2 act | DAX1 inh-1 | HGIII-sPLA2 inh | DAX1 inh-2 | hcDAF-12 act | KLK7 zymogen act | NPR2 activator | GAA850 FXN act | ssDAF-12 act | GC-A act |
| --- | --- | --- | --- | --- | --- | --- | --- | --- | --- | --- | --- |
| 14 | S=c1[nH]nc(-c2ccco2)n1C1CCCCC1 | -1 | 0.4 | 14 | -0.3 | 0.2 | -0.2 | 1 | 2.3 | -1.3 | 5 |
| 30 | Cc1onc(-c2ccccc2Cl)c1C(=O)O/N=C(\N)c1ccc([N+](=O)[O-])o1 | -1 | -2.4 | 1 | -1.1 | 1.5 | 0.1 | 0 | 1.0 | -1.1 | 4 |
| 16 | CCOC(=O)CNc1ncc(C(F)(F)F)cc1Cl | 0 | -0.8 | 2 | -0.3 | 0.4 | 0.2 | 7 | 3.5 | -0.6 | -2 |

This is a random part of the collection. Share with any hit: about 6.7%.
